Screens deposited in PubChem BioAssay by Broad Institute.
NFkB binder: NF-kappa-B p105 (human) binding. P19838. Small molecule microarray, anti-His fluorescence binding. 17,000 tested, 1.3% active. calls only;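 active means spot fluorescence over background significantly raised, with a chance value under 7% in all four replicate spots of the compound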;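 further: probe protein is his-tagged human p50 processed subunit at 1 µg/ml; raw spot fluorescence signals with no normalization applied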
Target sequence (P19838 1-433 limits assumed): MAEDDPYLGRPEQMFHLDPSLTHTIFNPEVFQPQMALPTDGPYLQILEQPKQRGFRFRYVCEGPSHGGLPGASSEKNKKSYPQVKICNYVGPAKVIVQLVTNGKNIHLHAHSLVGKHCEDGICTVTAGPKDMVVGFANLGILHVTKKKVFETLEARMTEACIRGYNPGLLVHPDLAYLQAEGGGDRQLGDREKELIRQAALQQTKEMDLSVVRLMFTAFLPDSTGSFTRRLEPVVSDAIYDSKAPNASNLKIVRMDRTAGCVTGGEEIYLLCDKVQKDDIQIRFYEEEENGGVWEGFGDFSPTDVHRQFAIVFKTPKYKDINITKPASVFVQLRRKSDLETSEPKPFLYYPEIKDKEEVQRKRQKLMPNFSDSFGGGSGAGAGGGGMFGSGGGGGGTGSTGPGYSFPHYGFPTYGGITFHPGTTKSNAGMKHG
Calls only; i = inactive; + = active, no number. These rows are one share of the data; count on the stated rates, not on these rows.

O=C(CCN1C(=O)C2C3c4ccccc4C(c4ccccc43)C2C1=O)Oc1cccc2cccnc12 (configuration not stated)
  NFkB binder: i
C[C@@H]1CN([C@@H](C)CO)C(=O)c2cc(NC(=O)CCCN(C)C)ccc2O[C@@H]1CN(C)Cc1ccc2c(c1)OCO2
  NFkB binder: i
Cc1ccccc1OCC(=O)NCC(=O)O
  NFkB binder: i
C[C@@H]1CN([C@H](C)CO)C(=O)Cc2cc(NC(=O)Nc3ccc(C(F)(F)F)cc3)ccc2O[C@@H]1CN(C)C(=O)NC1CCCCC1
  NFkB binder: i
Cc1cc2ncn(CC(O)COc3c(C)cccc3C)c2cc1C (configuration not stated)
  NFkB binder: i
C[C@H](CO)N1C[C@H](C)[C@H](CN(C)CC2CCCCC2)OCCCC[C@H](C)Oc2ccc(NS(=O)(=O)c3cn(C)cn3)cc2C1=O
  NFkB binder: i
C[C@H](CO)N1C[C@H](C)[C@@H](CN(C)S(=O)(=O)c2ccccc2)Oc2c(cccc2N(C)C)C1=O
  NFkB binder: i
C[C@@H]1O[C@@H](O[C@H]2[C@@H](O)[C@@H](C)O[C@@H](O[C@H]3[C@H](O)[C@@H](O)[C@H](O[C@H]4CC[C@@]5(C)C(CC[C@]6(C)C5C=CC5=C7CC(C)(C)CC[C@]7(CO)CC[C@]56C)[C@]4(C)CO)O[C@@H]3CO)[C@@H]2O[C@@H]2O[C@H](CO)[C@@H](O)[C@H](O)[C@H]2O)[C@H](O)[C@H](O)[C@H]1O (some centres not stated)
  NFkB binder: +
Cc1ccc(NC(=O)CSc2nc3ccc([N+](=O)[O-])cc3s2)cc1Cl
  NFkB binder: i
C[C@H]1CN([C@@H](C)CO)C(=O)c2cccc(NS(=O)(=O)c3ccc(Cl)cc3)c2O[C@@H]1CN(C)C(=O)Nc1ccc(F)cc1
  NFkB binder: i
O=C(NCc1nc2ccccc2[nH]1)C1=C[C@H](C2CC2)C[C@H](OCc2ccc(CO)cc2)O1
  NFkB binder: i
COC(=O)c1cc(C)sc1NC(=S)NC(C)c1cn(C)nc1C (configuration not stated)
  NFkB binder: i
C[C@@H]1CN([C@H](C)CO)C(=O)c2cccc(NC(=O)c3ccc(-c4nccs4)cc3)c2O[C@@H]1CN(C)S(=O)(=O)c1cccs1
  NFkB binder: i
COc1cc2c(cc1NC(=O)c1cc(-c3cccnc3)nc3ccc(C)cc13)oc1ccccc12
  NFkB binder: i
CC(C)(O[C@@H]1O[C@H](CO)[C@@H](O)[C@H](O)[C@H]1O)[C@@H](O)COc1c2ccoc2cc2oc(=O)ccc12
  NFkB binder: i
CNC[C@@H]1Oc2c(NC(=O)c3ccncc3)cccc2C(=O)N([C@@H](C)CO)C[C@@H]1C
  NFkB binder: i
Cc1ccc(NC(=O)COc2ccc(C(=O)Nc3ccc(F)cc3)cc2)cc1
  NFkB binder: i
C[C@@H]1CN([C@@H](C)CO)C(=O)c2cccc(NC(=O)c3cnccn3)c2O[C@@H]1CN(C)C(=O)Nc1cccc2ccccc12
  NFkB binder: i
C[C@@H]1CN([C@H](C)CO)C(=O)Cc2cc(NC(=O)C3CC3)ccc2O[C@@H]1CN(C)C
  NFkB binder: i
COc1ccc(S(=O)(=O)N(C)C[C@@H]2Oc3ccc(NS(=O)(=O)c4ccc(Cl)cc4)cc3CC(=O)N([C@H](C)CO)C[C@H]2C)cc1
  NFkB binder: i
C[C@H](CO)N1C[C@H](C)[C@@H](CN(C)C)Oc2ccc(NC(=O)Nc3ccc(C(F)(F)F)cc3)cc2C1=O
  NFkB binder: i
Cc1noc(C)c1NC(=O)N(C)C[C@H]1Oc2c(NC(=O)NC3CCCCC3)cccc2C(=O)N([C@H](C)CO)C[C@H]1C
  NFkB binder: i
Cc1noc(C)c1NC(=O)Nc1cccc2c1O[C@H](CN(C)C(=O)NC1CCCCC1)[C@@H](C)CN([C@@H](C)CO)C2=O
  NFkB binder: i
C[C@@H]1CN([C@H](C)CO)C(=O)c2cc(NC(=O)NC3CCCCC3)ccc2O[C@@H](C)CCCCO[C@H]1CN(C)C(=O)Nc1ccc(F)cc1
  NFkB binder: i
C[C@H](CO)N1C[C@H](C)[C@H](CN(C)C(=O)c2ccccc2)OCCCC[C@H](C)Oc2ccc(NS(=O)(=O)c3ccccc3)cc2C1=O
  NFkB binder: i

COC(=O)CN(c1cc([N+](=O)[O-])ccc1OC)S(C)(=O)=O
  NFkB binder: i
C[C@@H]1CN([C@H](C)CO)C(=O)Cc2cc(NC(=O)c3ccncc3)ccc2O[C@@H]1CN(C)C(=O)Nc1ccc(F)cc1
  NFkB binder: i
C[C@H]1CN([C@@H](C)CO)C(=O)Cc2cc(N(C)C)ccc2O[C@H]1CN(C)S(=O)(=O)c1ccc(Cl)cc1
  NFkB binder: i
C[C@H]1CCCCO[C@@H](CN(C)C(=O)CCCN(C)C)[C@@H](C)CN([C@@H](C)CO)C(=O)c2cc(NS(C)(=O)=O)ccc2O1
  NFkB binder: i
Cc1noc(C)c1S(=O)(=O)Nc1ccc2c(c1)C(=O)N([C@@H](C)CO)C[C@H](C)[C@H](CN(C)CC1CC1)OCCCC[C@@H](C)O2
  NFkB binder: i
COc1ccc(S(=O)(=O)N(C)C[C@@H]2Oc3c(NS(=O)(=O)c4ccc(C)cc4)cccc3C(=O)N([C@H](C)CO)C[C@@H]2C)cc1
  NFkB binder: i
C[C@@H]1CN([C@@H](C)CO)C(=O)CCCn2cc(nn2)CO[C@@H]1CN(C)C(=O)Nc1ccc2c(c1)OCO2
  NFkB binder: i
Cc1noc(C)c1S(=O)(=O)N(C)C[C@@H]1Oc2c(NC(=O)C3CCOCC3)cccc2C(=O)N([C@@H](C)CO)C[C@@H]1C
  NFkB binder: i
C[C@@H]1CN([C@@H](C)CO)C(=O)c2cc(NS(=O)(=O)c3cn(C)cn3)ccc2O[C@@H]1CN(C)C(=O)Nc1ccc2c(c1)OCO2
  NFkB binder: i
CNC[C@@H]1Oc2c(NC(=O)NC3CCCCC3)cccc2C(=O)N([C@H](C)CO)C[C@@H]1C
  NFkB binder: i
C[C@H](CO)N1C[C@H](C)[C@@H](CN(C)S(=O)(=O)c2ccc3c(c2)OCCCO3)OCc2cn(nn2)CCCC1=O
  NFkB binder: i
C[C@@H]1CN([C@H](C)CO)C(=O)c2cccc(NC(=O)Nc3cccc4ccccc34)c2O[C@H]1CN(C)S(=O)(=O)c1cn(C)cn1
  NFkB binder: i
C[C@]1(C(=O)NC2CC2)c2ccccc2C(=O)N(Cc2cc(C(F)(F)F)cc(C(F)(F)F)c2)[C@H]1c1ccc(CO)cc1
  NFkB binder: i
Cc1ccc2nc(-c3ccc(NC(=O)COc4ccc([N+](=O)[O-])cc4)cc3)sc2c1
  NFkB binder: i
COc1ccc(CN(C)C[C@@H]2Oc3ccc(NC(=O)Nc4c(C)noc4C)cc3CC(=O)N([C@@H](C)CO)C[C@H]2C)cc1
  NFkB binder: i
C#CCNC(=O)C1=C[C@H](c2coc3ccccc3c2=O)C[C@H](OCCCCO)O1
  NFkB binder: i
C[C@@H]1CN([C@H](C)CO)C(=O)CCCn2cc(nn2)CO[C@H]1CN(C)S(=O)(=O)c1ccccc1
  NFkB binder: i
C[C@H]1CN([C@@H](C)CO)C(=O)c2cccc(NC(=O)NC3CCCCC3)c2O[C@@H]1CN(C)S(=O)(=O)c1ccccc1
  NFkB binder: i
C[C@@H]1CN([C@@H](C)CO)C(=O)c2cc(NS(C)(=O)=O)ccc2O[C@@H](C)CCCCO[C@H]1CN(C)C(=O)c1ccncc1
  NFkB binder: i
C[C@H](CO)N1C[C@H](C)[C@@H](CN(C)C(=O)Nc2ccc(C(F)(F)F)cc2)Oc2ccc(NC(=O)NC3CCCCC3)cc2C1=O
  NFkB binder: i
O=C1c2ccccc2[C@](Cc2ccccc2I)(C(=O)O)[C@H](c2ccc(CO)cc2)N1C1CCCCC1
  NFkB binder: i
C[C@@H]1CCCCO[C@H](CN(C)C(=O)CCCN(C)C)[C@@H](C)CN([C@H](C)CO)C(=O)c2cc(N(C)C)ccc2O1
  NFkB binder: i
C[C@@H]1CCCCO[C@H](CN(C)Cc2ccccc2)[C@@H](C)CN([C@H](C)CO)C(=O)c2cc(NS(=O)(=O)c3cccs3)ccc2O1
  NFkB binder: i
C[C@H](CO)N1C[C@H](C)[C@@H](CN(C)C(=O)Nc2ccc3c(c2)OCO3)Oc2ccc(NC(=O)NC3CCCCC3)cc2C1=O
  NFkB binder: i
C[C@@H]1CN([C@H](C)CO)C(=O)CCCn2cc(nn2)CO[C@H]1CN(C)C(=O)OCc1ccccc1
  NFkB binder: i

Reprinted at random: 4 records from the list.
C[C@H]1CN([C@@H](C)CO)C(=O)Cc2cc(N(C)C)ccc2O[C@H]1CN(C)S(=O)(=O)c1ccc(Cl)cc1
  NFkB binder: i
C[C@H](CO)N1C[C@H](C)[C@@H](CN(C)C(=O)Nc2ccc3c(c2)OCO3)Oc2ccc(NC(=O)NC3CCCCC3)cc2C1=O
  NFkB binder: i
Cc1ccc2nc(-c3ccc(NC(=O)COc4ccc([N+](=O)[O-])cc4)cc3)sc2c1
  NFkB binder: i
COc1ccc(CN(C)C[C@@H]2Oc3ccc(NC(=O)Nc4c(C)noc4C)cc3CC(=O)N([C@@H](C)CO)C[C@H]2C)cc1
  NFkB binder: i

Next structures.
C[C@H](CO)N1C[C@H](C)[C@@H](CN(C)C)Oc2ccc(NC(=O)CCN3CCOCC3)cc2C1=O
  NFkB binder: i
C[C@H]1CN([C@@H](C)CO)C(=O)c2cc(NS(=O)(=O)c3cn(C)cn3)ccc2O[C@@H]1CN(C)C(=O)Nc1ccc2c(c1)OCO2
  NFkB binder: i
CO[C@H]1O[C@H](CO)[C@@H](OC(=O)Nc2ccccc2-c2ccccc2)[C@H](OC(=O)Nc2ccc3c(c2)OCO3)[C@@H]1OC(=O)Nc1ccc2c(c1)OCO2
  NFkB binder: i
COc1cccc(CNc2ccc3c(c2)ncn3C)c1OC
  NFkB binder: i
C=CCn1c(SCc2csc(C)n2)nc2sc3c(c2c1=O)CCCC3
  NFkB binder: i
C[C@@H]1CCCCO[C@@H](CN(C)Cc2ccccc2)[C@@H](C)CN([C@H](C)CO)C(=O)c2cc(NC(=O)CCC(F)(F)F)ccc2O1
  NFkB binder: i
O=C(CSc1ncnc2sc(-c3ccccc3)cc12)Nc1ccccc1Cl
  NFkB binder: i
COc1ccc(/C=C/C(=O)O[C@@H]2[C@@H](O)[C@@H](O)[C@H](O[C@@H]3C=C(CO)[C@H]4[C@H](O[C@@H]5O[C@H](CO)[C@@H](O)[C@H](O)[C@H]5O)OC=C[C@H]43)O[C@H]2C)cc1
  NFkB binder: i
C[C@H]1C[C@H]2[C@@H]3CCC4=CC(=O)C=C[C@]4(C)[C@@]3(F)[C@@H](O)C[C@]2(C)[C@@]1(O)C(=O)CO
  NFkB binder: i
O=C(O)Cc1cccc(OCCCN(Cc2cccc(C(F)(F)F)c2Cl)CC(c2ccccc2)c2ccccc2)c1
  NFkB binder: i
COc1ccc(NC(=O)N(C)C[C@H]2Oc3ccc(NC(=O)Nc4ccc5c(c4)OCO5)cc3C(=O)N([C@@H](C)CO)C[C@H]2C)cc1
  NFkB binder: i
C[C@H](CO)N1C[C@H](C)[C@H](CN(C)C(=O)Nc2ccccc2)OCCCC[C@H](C)Oc2ccc(NC(=O)Nc3ccccc3)cc2C1=O
  NFkB binder: i
Cc1noc(C)c1NC(=O)N(C)C[C@@H]1Oc2ccc(N(C)C)cc2CC(=O)N([C@H](C)CO)C[C@@H]1C
  NFkB binder: i
C[C@@H]1CCCCO[C@H](CN(C)C(=O)CCC(F)(F)F)[C@H](C)CN([C@H](C)CO)C(=O)c2cc(NS(=O)(=O)c3ccccc3)ccc2O1
  NFkB binder: i
C[C@@H]1CCCCO[C@@H](CN(C)C(=O)Nc2ccccc2)[C@@H](C)CN([C@H](C)CO)C(=O)c2cc(NC(=O)Nc3ccccc3)ccc2O1
  NFkB binder: i
C[C@H]1CCCCO[C@@H](CN(C)C(=O)Cc2ccccc2)[C@@H](C)CN([C@@H](C)CO)C(=O)c2cc(NS(=O)(=O)c3ccccc3)ccc2O1
  NFkB binder: i
CC(C)NC(=O)Nc1ccc2c(c1)C(=O)N([C@@H](C)CO)C[C@@H](C)[C@H](CN(C)C(=O)NC1CCCCC1)OCCCC[C@@H](C)O2
  NFkB binder: i
Oc1ccc([C@H]2Oc3c(c(O)cc4c3[C@@H]3c5c(O)cc(O)cc5O[C@@](c5ccc(O)cc5)(O4)[C@@H]3O)C[C@H]2O)cc1
  NFkB binder: i
C/C=C/C#CC#C[C@@H](O[C@@H]1O[C@H](CO)[C@@H](O)[C@H](O)[C@H]1O)[C@H](O)/C=C/CCCO
  NFkB binder: i
COc1ccc(S(=O)(=O)Nc2cccc3c2O[C@H](CN(C)CC2CC2)[C@H](C)CN([C@H](C)CO)C3=O)cc1
  NFkB binder: i
CC1C(=O)c2cc3c(cc2CCN(C)Cc2c1ccc1c2OCO1)OCO3 (configuration not stated)
  NFkB binder: i
C[C@@H]1CN([C@@H](C)CO)C(=O)c2cccc(NC(=O)Nc3ccc(C(F)(F)F)cc3)c2O[C@H]1CN(C)S(C)(=O)=O
  NFkB binder: i
C[C@H](CO)N1C[C@H](C)[C@H](CN(C)Cc2ccncc2)Oc2ccc(NC(=O)Nc3ccccc3)cc2CC1=O
  NFkB binder: i
C[C@H](CO)N1C[C@H](C)[C@@H](CN(C)C(=O)Cc2ccccc2)OCCCC[C@H](C)Oc2ccc(NC(=O)NC3CCCCC3)cc2C1=O
  NFkB binder: i
CC(C)Nc1cccnc1N1CCN(C(=O)c2cc3cc(O)ccc3[nH]2)CC1
  NFkB binder: i

Cc1cc(C(=O)Nc2cccc3c2O[C@H](CN(C)C(=O)NC2CCCCC2)[C@@H](C)CN([C@@H](C)CO)C3=O)n(C)n1
  NFkB binder: i
C[C@@H]1CN([C@H](C)CO)C(=O)c2cccc(NC(=O)c3ccncc3)c2O[C@@H]1CN(C)Cc1ccc2c(c1)OCO2
  NFkB binder: i
CNC[C@H]1OCCCC[C@@H](C)Oc2ccc(NC(=O)Nc3ccc4c(c3)OCO4)cc2C(=O)N([C@@H](C)CO)C[C@H]1C
  NFkB binder: i
C=C[C@@H](OC)[C@H](OC(=O)Nc1ccc(SC)cc1)c1ccc(OCCO)cc1
  NFkB binder: i
Cn1c(SCc2ccc([N+](=O)[O-])cc2)nnc1-c1ccccn1
  NFkB binder: i
O=c1n(-c2ccccc2)c(=O)n(Cc2ccccn2)n1Cc1ccccn1
  NFkB binder: i
